Source: PubChem BioAssay
KDM5B inh: blocks human KDM5B histone demethylase activity; KDM5B demethylase, FDH-coupled NADH fluorescence (FDH is formaldehyde dehydrogenase); Potency, µM (titrated, usually from 57.7 µM), inactives show at the highest dose activity change, negative = inhibition, usual class: inhibitors; Q9UGL1; 220,000 compounds, 2.6% hits; active = well fitted inhibition curve with a large enough effect; inconclusive = small, poorly fitted or top-dose-only effect; inactive = no such curve, though single readings can be large or run the other way; note: 0% is about no effect; nearly all actives have a fitted effect of over 70% in size
Target sequence (Q9UGL1 whole entry, looked up): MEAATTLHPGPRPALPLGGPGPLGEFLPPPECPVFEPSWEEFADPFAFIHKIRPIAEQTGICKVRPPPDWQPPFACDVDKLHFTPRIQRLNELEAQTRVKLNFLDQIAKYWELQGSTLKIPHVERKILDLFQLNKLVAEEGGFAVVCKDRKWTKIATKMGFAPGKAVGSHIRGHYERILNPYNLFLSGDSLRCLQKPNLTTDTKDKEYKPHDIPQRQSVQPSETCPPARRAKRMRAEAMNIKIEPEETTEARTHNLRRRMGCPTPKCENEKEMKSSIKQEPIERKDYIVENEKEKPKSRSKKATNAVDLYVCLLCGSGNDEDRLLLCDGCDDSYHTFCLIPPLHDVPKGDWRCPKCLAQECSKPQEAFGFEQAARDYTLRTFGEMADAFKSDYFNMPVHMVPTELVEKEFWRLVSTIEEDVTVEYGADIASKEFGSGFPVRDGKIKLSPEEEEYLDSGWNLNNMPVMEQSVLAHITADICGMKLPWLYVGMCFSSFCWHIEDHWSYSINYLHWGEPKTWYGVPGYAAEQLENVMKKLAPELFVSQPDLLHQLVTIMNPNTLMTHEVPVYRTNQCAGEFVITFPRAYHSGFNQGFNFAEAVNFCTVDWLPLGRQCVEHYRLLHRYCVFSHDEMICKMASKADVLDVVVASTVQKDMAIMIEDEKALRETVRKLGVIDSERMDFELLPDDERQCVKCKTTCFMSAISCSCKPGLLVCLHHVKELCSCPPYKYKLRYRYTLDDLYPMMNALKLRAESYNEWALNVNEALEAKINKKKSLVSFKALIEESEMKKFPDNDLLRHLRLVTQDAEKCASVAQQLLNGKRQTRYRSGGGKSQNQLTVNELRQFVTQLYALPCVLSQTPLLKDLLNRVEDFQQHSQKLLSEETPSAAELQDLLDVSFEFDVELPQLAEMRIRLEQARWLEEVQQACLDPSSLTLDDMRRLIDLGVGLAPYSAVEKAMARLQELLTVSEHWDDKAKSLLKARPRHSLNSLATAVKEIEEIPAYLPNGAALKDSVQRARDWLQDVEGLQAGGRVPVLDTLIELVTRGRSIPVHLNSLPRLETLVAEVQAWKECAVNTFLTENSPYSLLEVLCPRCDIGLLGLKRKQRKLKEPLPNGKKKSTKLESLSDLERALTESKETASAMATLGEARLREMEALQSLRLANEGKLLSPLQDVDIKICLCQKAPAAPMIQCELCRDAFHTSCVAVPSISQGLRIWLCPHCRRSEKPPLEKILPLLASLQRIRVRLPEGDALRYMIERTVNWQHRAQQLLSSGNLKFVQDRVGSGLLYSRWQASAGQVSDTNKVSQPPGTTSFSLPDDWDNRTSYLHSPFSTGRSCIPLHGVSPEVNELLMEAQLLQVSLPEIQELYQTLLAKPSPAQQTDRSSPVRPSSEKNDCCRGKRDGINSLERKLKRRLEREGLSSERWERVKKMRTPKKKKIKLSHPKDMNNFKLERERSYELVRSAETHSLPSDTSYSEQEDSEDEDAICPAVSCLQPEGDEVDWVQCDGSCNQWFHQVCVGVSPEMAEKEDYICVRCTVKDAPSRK
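KDM5BΔAP (200 nM final) in 50 mM HEPES pH 7.5, 0.01% Tween-20 was preincubated 10 min at RT with compound over a concentration range. Substrate mix (H3K4me3 12.5 µM, α-KG 25 µM, Fe²⁺, ascorbate, NAD⁺, FDH) was added, and NADH fluorescence change over 30 min gave dose-response curves.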
Starred values were filed as active, the others as inactive; i = inactive; ? = inconclusive; [ ] = another dose, or the depositor's remark. Potency is the fitted concentration of half-maximal effect. An excerpt; the hit share may differ from the screen's.

COC[C@H]1NC(=O)CC[C@H]1C(=O)NCCc1ccccc1
  KDM5B inh = 13%
c1ccc2nc3c(cc2c1)CCCCC3
  KDM5B inh = -12%
COCCn1c(C)cnc1CCN
  KDM5B inh = ?
Cc1cccc(CNC(=O)c2ccc(Cn3ccn4nc5c(c4c3=O)CCCC5)cc2)c1
  KDM5B inh = ?
COc1ccc(CCc2nnc3n2CCCC3)cc1
  KDM5B inh = 37%[activator]
Cc1nc2ccccc2nc1SCC(=O)N1CCC(C)CC1
  KDM5B inh = 11%
Cc1ccc(C(=O)N2CC(Oc3ccc(F)c(F)c3)C2)cc1
  KDM5B inh = -11%[149 µM]
CCc1cccc(C)c1NC(=O)Cn1ccn(-c2ccc(F)cc2)c(=O)c1=O
  KDM5B inh = 5%
CC(C)N1C(=O)CO[C@H](c2ccc(NC(=O)NCc3ccccc3)cc2)[C@H]1CO
  KDM5B inh = -19%[86.2 µM]
COC(=O)c1ccc(COc2ccc(/C=N/NC(N)=S)cc2)o1
  KDM5B inh = -37%

Part of the list above, with tabs:
SMILES	KDM5B inh
Cc1ccc(C(=O)N2CC(Oc3ccc(F)c(F)c3)C2)cc1	-11%[149 µM]
CCc1cccc(C)c1NC(=O)Cn1ccn(-c2ccc(F)cc2)c(=O)c1=O	5%

Additional entries.
CC(C)CCNC(=O)C1(C)CCC(=O)N1Cc1ccccc1Cl (stereo unspecified)
  KDM5B inh = -2%
COc1cc(/C=C/c2nc(C#N)c(NC3CCCCC3)o2)cc(OC)c1OC
  KDM5B inh = ?
CCn1nccc1C(=O)N1CCC(CCOc2ccc(F)cc2)C1 (stereo unspecified)
  KDM5B inh = 7%
Cc1cccc(NC(=O)NCc2c(C)nn(C)c2C)c1C
  KDM5B inh = -6%
Cc1ccc(-n2nc(C(=O)Nc3ccc(C)c(F)c3)c(=O)n(C)c2=O)cc1
  KDM5B inh = 1%
COc1ccc(CCNc2oc(CC(C)C)nc2C#N)cc1OC
  KDM5B inh = 5%
Cc1cc(C)c2ccc3ccccc3c2n1
  KDM5B inh = 3%
COC(=O)c1ccc(NC(=O)CSc2ccc(-c3cccs3)nn2)cc1
  KDM5B inh = -7%
Cc1nc(-c2ccc(S(=O)(=O)Oc3ccccc3Cl)s2)cs1
  KDM5B inh = ?
Cc1cc(N/N=C/c2ccccc2F)nc(NCc2ccccc2)n1
  KDM5B inh = 9%

COc1ccc2cc(C3(C)NC(=O)N(Cc4coc(-c5cccs5)n4)C3=O)ccc2c1 (stereo unspecified)
  KDM5B inh = ?
Cc1c(-c2ccccc2)oc2c(C(=O)N3CCCN(Cc4ccc(F)cc4)CC3)cccc2c1=O
  KDM5B inh = 13%
COC(=O)c1cc(S(=O)(=O)NCC2CCN(Cc3ccc(F)cc3)CC2)cn1C
  KDM5B inh = -12%
COCCn1c(C)cc(C(=O)CSc2nnc(CN3CCCC3)n2-c2ccccc2)c1C
  KDM5B inh = -10%
COc1cc(OC)cc(C(=O)Nc2cc(-c3nc4ccccc4[nH]3)ccc2C)c1
  KDM5B inh = ?
COC(=O)c1c(C)sc2c1OC(N)=C(C#N)C21C(=O)N(Cc2cccc(F)c2)c2ccccc21 (stereo unspecified)
  KDM5B inh = -9%
O=C(NCc1ccccn1)C1CCc2sc(C(=O)N3CCOCC3)cc2C1 (stereo unspecified)
  KDM5B inh = -3%
CNC(=O)c1cc(-c2ccccc2F)cc2c1OCCN2Cc1cccnc1
  KDM5B inh = 40µM*
O=C1COc2ccc(N3CCOCC3)nc2CN1Cc1ccccc1F
  KDM5B inh = ?
CC(=O)Nc1nonc1-c1nnc(SCC(=O)Nc2ccc(C)c(Cl)c2)n1C
  KDM5B inh = -9%

COc1ccccc1-c1nc2c(c(SCc3cc(C)ccc3C)n1)Cc1c(CO)cnc(C)c1O2
  KDM5B inh = ?
COC(=O)[C@H](C(C)C)N(CCCc1cn(CC2CCCCC2)nn1)S(=O)(=O)c1ccccc1Br
  KDM5B inh = 6%
O=C(N[C@H]1[C@H](O)[C@H](O)C[C@@H]1c1cccnc1)c1ccccc1
  KDM5B inh = -18%[86.2 µM]
CN(CC1(C)CCOCC1)S(=O)(=O)C1CC1
  KDM5B inh = -3%
COc1cccc(CNC(=O)Cn2c(=O)c(-c3noc(C)n3)c3n(c2=O)CCCCC3)c1
  KDM5B inh = 31%
Cc1ccc(C(=O)NC2CCN(c3cc(-c4cccs4)[nH]n3)C2)cc1 (stereo unspecified)
  KDM5B inh = ?
O=C(Cc1ccc(F)cc1)N1CCC2(CC1)NC(=O)N(c1ccccc1)N2
  KDM5B inh = -26%
COc1ccc2c(=O)c(-c3ccc4c(c3)OCCCO4)c(C)oc2c1
  KDM5B inh = 15%
COc1cc(OC)cc(C(=O)NCC(c2cccs2)S(=O)(=O)c2ccc(F)c(C)c2)c1 (stereo unspecified)
  KDM5B inh = ?
CCCc1cc(C(=O)N2CCOC(c3ccc(Cl)c(Cl)c3)C2)ccn1 (stereo unspecified)
  KDM5B inh = 12%

CN(C)Cc1nnc(C2CC(NC(=O)c3ccccc3-c3ncn[nH]3)C2)n1C (stereo unspecified)
  KDM5B inh = -27%
CCOc1ccccc1CN1CC[C@H](CNC(C)=O)[C@H](N(C)C)C1
  KDM5B inh = -17%
COc1ccc2[nH]c(=O)c(CN(C(=O)c3ccccn3)C3CCCCC3)cc2c1
  KDM5B inh = ?
Cn1c(CC(=O)Nc2ccccc2F)nnc1SCC(=O)NC1=NCCS1
  KDM5B inh = 22%
Cc1nc(CC2CCN(C(=O)Cn3cccc(C(F)(F)F)c3=O)CC2)no1
  KDM5B inh = -18%
CCOc1ccc(C2C(C#N)=C(N)Oc3n[nH]c(-c4ccc(F)cc4)c32)cc1OCC (stereo unspecified)
  KDM5B inh = ?
Cc1ccc(S(=O)(=O)CC(=O)c2cccc(Br)c2)cc1
  KDM5B inh = 12%
Cc1sc2ncnc(N3CCC(C(=O)Nc4ccc(Cl)c(Cl)c4)CC3)c2c1C
  KDM5B inh = ?
COc1ccc(CNC(=O)Nc2ccc(F)cc2)cc1OC
  KDM5B inh = 10%
N#Cc1ccccc1NC(=O)C1(c2ccccc2)CCCC1
  KDM5B inh = 7%

CCOc1cc(C)c(C(C)C)cc1S(=O)(=O)n1ccnc1C
  KDM5B inh = 16%
CN1CCN(CCNC(=O)c2ccc3c(c2)N(S(=O)(=O)c2ccccc2F)CC3)CC1
  KDM5B inh = -25%
N#Cc1cccnc1NCCNC(=O)Nc1cn[nH]c1
  KDM5B inh = ?
C=CCN(CC=C)C(=O)COc1cc(O)c2c(=O)cc(-c3ccccc3)oc2c1
  KDM5B inh = 4%
CCOc1ccccc1NC(=O)[C@H]1CCC[C@H]1NC(=O)c1ccc(OC)cc1
  KDM5B inh = 16%
Fc1ccccc1-c1noc(-c2nc(C3CC3)no2)n1
  KDM5B inh = -12%
CCCn1c(=O)c2ccccc2n2c(SCCNCCO)nnc12
  KDM5B inh = ?
C=CCc1c(C)nc2nc(SCC(=O)Nc3cccc(Cl)c3)nn2c1C
  KDM5B inh = -9%
O=C(O)CNC(=O)CCCn1nnc2ccccc2c1=O
  KDM5B inh = 32%
Cc1ccc(Nc2ccc(N)cc2S(=O)(=O)O)cc1
  KDM5B inh = ?

C=Cc1ccc(Cn2c(C(=O)O)c(CNCc3ccccc3)c3ccc(C)cc32)cc1
  KDM5B inh = ?
COc1ccc(C(=O)N2CCC(Cc3nc(-c4cnccn4)no3)CC2)cc1
  KDM5B inh = 14%
Cc1cccc(C(=O)NC2CCCc3ccccc32)c1C (stereo unspecified)
  KDM5B inh = 15%
COC(=O)Nc1nnc(-c2ccco2)s1
  KDM5B inh = 16%
N#CC1(NC(=O)CSCc2ccc(Cl)cc2)CCCCCC1
  KDM5B inh = 8%
O=C(Cc1cccc(Cl)c1)NCc1ccnc2[nH]ccc12
  KDM5B inh = -9%[86.2 µM]
COc1ccc(Cl)cc1S(=O)(=O)Nc1c(NC2CCCC2)c2ccccc2oc1=O
  KDM5B inh = -20%
CC(C)(Oc1nn(CCN2CCOCC2)c2ccccc12)C(=O)NCCOc1ccccc1
  KDM5B inh = -3%
Cc1nn(-c2ccccc2)c2c1N(CCCC(=O)NCc1ccc(OC(C)C)cc1)C(=O)CS2
  KDM5B inh = ?
CNC(=O)CSc1nc2c(c(C(F)(F)F)c1C#N)CCCC2
  KDM5B inh = -2%

CC1CCCN(S(=O)(=O)c2ccc3c(c2)C(C)(C)C(=O)N3CC(=O)NC2CCCCCC2)C1 (stereo unspecified)
  KDM5B inh = 17%
CSc1ccccc1C(=O)Nc1ccccc1C(C)(C)C
  KDM5B inh = 2%
Cc1ccc(CN2C[C@@H](CO)[C@H](NC(=O)c3cccnc3)C2)cc1
  KDM5B inh = -1%
O=[S+]1([O-])NC2(CCN(Cc3ccsc3)CC2)COc2ccccc21
  KDM5B inh = -18%[115 µM]
Cc1nc(N2CCC(NC(=O)CCC3CCCC3)CC2)cc(C(F)(F)F)n1
  KDM5B inh = -35%
COc1cc(C(=O)Nc2cccc(Cl)c2N2CCCC2)cc(OC)c1OC
  KDM5B inh = -18%
C[C@H]1CCCN1C(=O)c1nnc(CNc2ccc(OC(F)(F)F)cc2)n1-c1ccccc1
  KDM5B inh = 7%
CSc1ncc(Cl)c(C(=O)N(C)c2ccccc2)n1
  KDM5B inh = -7%
Cc1nc(C2CC(O)C2)cc(N2CC(N3CCOCC3)C2)n1 (stereo unspecified)
  KDM5B inh = -17%
COc1cc(NC(=O)c2cc3c(s2)-c2ccccc2OC3)cc(OC)c1OC
  KDM5B inh = ?

COc1ccc(-c2ccc3nc(-c4ccc(F)c(C)c4)oc3c2)c(OC)c1OC
  KDM5B inh = i
Cc1ccc([C@H]2CN(C(=O)CN3CCOC3=O)C[C@@H]2N)o1
  KDM5B inh = -5%
Cn1c(=O)c(=O)n(C)c2cc(S(=O)(=O)CCC(=O)Nc3ccc(F)cc3)ccc21
  KDM5B inh = 5%
O=C(COc1ccccc1[N+](=O)[O-])Nc1ccc(NC(=O)c2cc3ccccc3o2)cc1
  KDM5B inh = 10%
CC1=C(C(=O)Nc2ccc(Cl)cc2)C(C(C)C)n2nc(SCc3cccc(C)c3)nc2N1 (stereo unspecified)
  KDM5B inh = -2%
CCOC(=O)N1CCN(S(=O)(=O)N2CCCC(C(=O)NCc3cc(OC)ccc3OC)C2)CC1 (stereo unspecified)
  KDM5B inh = -26%
CC1=Nc2cc(C(=O)NC3CCCCC3)ccc2Sc2ccc(Cl)cc21
  KDM5B inh = -5%
O=C(N/N=C/c1c(O)ccc2ccccc12)Nc1ccccc1
  KDM5B inh = ?
CCCc1nc(C(=O)NCC(C)Cn2nc(C)cc2C(F)(F)F)cs1 (stereo unspecified)
  KDM5B inh = 19%
CC1=C/C(=N/NC(=S)NC2CCCCC2)CC(C)(C)C1
  KDM5B inh = 18%

CCC1c2ccsc2CCN1C(=O)CC12CC3CC(CC(Br)(C3)C1)C2 (stereo unspecified)
  KDM5B inh = 8%
Cc1ccc(-c2cc(C(=O)N3CCC(c4nc(CCOCC5CC5)no4)C3)[nH]n2)cc1 (stereo unspecified)
  KDM5B inh = 13%
O=C(CCC[C@H]1NC[C@@H]2C[C@H]1CN(Cc1ccccc1)C2)Nc1cccc(F)c1
  KDM5B inh = -29%
Cc1cc(C)c(NC(=O)c2ccc(C)c(S(=O)(=O)N3CCCCC3)c2)c(Cl)c1
  KDM5B inh = 6%
O=C(NC1CCCc2c1[nH]c1ccccc21)c1cccnc1 (stereo unspecified)
  KDM5B inh = ?
COc1ccc(OCc2cc(C(=O)N3C[C@H]4CC[C@H]3C4)n[nH]2)c(Cl)c1
  KDM5B inh = 36%[activator]
O=C(CCC1CCN(C(=O)c2ccccc2)CC1)NCCCN1CCOCC1
  KDM5B inh = -7%
Cc1cc([N+](=O)[O-])ccc1NC(=O)COc1nsnc1N1CCOCC1
  KDM5B inh = -13%
CSc1ccc(CNC(=O)CCn2ccc3cc(S(=O)(=O)N4CCC(C)CC4)ccc32)cc1
  KDM5B inh = -8%
COCCn1c(C)c(C)c(S(=O)(=O)c2ccccc2)c1NC(=O)c1ccc(OC)cc1
  KDM5B inh = 9%

O=c1[nH]c2ccc(-c3csc(NC4CCCC4)n3)cc2o1
  KDM5B inh = -1%
CCc1c(C(=O)O)csc1C
  KDM5B inh = -6%
CCCNC(=O)NC[C@@H]1C=C(C)[C@H](Cc2nc3nc(OC)ccc3[nH]2)C[C@H]1C(C)C
  KDM5B inh = ?
COc1ccc(OC)c(C2=NOC(C(=O)O)C2)c1 (stereo unspecified)
  KDM5B inh = 28µM*

Entries shown so far that have an NH in an aromatic ring (12):
COc1cc(OC)cc(C(=O)Nc2cc(-c3nc4ccccc4[nH]3)ccc2C)c1
  KDM5B inh = ?
Cc1ccc(C(=O)NC2CCN(c3cc(-c4cccs4)[nH]n3)C2)cc1 (stereo unspecified)
  KDM5B inh = ?
CN(C)Cc1nnc(C2CC(NC(=O)c3ccccc3-c3ncn[nH]3)C2)n1C (stereo unspecified)
  KDM5B inh = -27%
COc1ccc2[nH]c(=O)c(CN(C(=O)c3ccccn3)C3CCCCC3)cc2c1
  KDM5B inh = ?
CCOc1ccc(C2C(C#N)=C(N)Oc3n[nH]c(-c4ccc(F)cc4)c32)cc1OCC (stereo unspecified)
  KDM5B inh = ?
N#Cc1cccnc1NCCNC(=O)Nc1cn[nH]c1
  KDM5B inh = ?
O=C(Cc1cccc(Cl)c1)NCc1ccnc2[nH]ccc12
  KDM5B inh = -9%[86.2 µM]
Cc1ccc(-c2cc(C(=O)N3CCC(c4nc(CCOCC5CC5)no4)C3)[nH]n2)cc1 (stereo unspecified)
  KDM5B inh = 13%
O=C(NC1CCCc2c1[nH]c1ccccc21)c1cccnc1 (stereo unspecified)
  KDM5B inh = ?
COc1ccc(OCc2cc(C(=O)N3C[C@H]4CC[C@H]3C4)n[nH]2)c(Cl)c1
  KDM5B inh = 36%[activator]
O=c1[nH]c2ccc(-c3csc(NC4CCCC4)n3)cc2o1
  KDM5B inh = -1%
CCCNC(=O)NC[C@@H]1C=C(C)[C@H](Cc2nc3nc(OC)ccc3[nH]2)C[C@H]1C(C)C
  KDM5B inh = ?
